# Compound activity: PubChem, several laboratories
# C-LANA FP: KSHV C-LANA DNA binding inhibition; MBP-C-LANA/FAM-LBS DNA binding, fluorescence polarization; inhibition, % at 9 µM; 340,000 compounds, 0.078% hits;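 active = highest replicate inhibition at or above 60% at 9 µM, even if other replicates fall short; inactive = all replicates below 60% inhibition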;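 also: 0% = neutral control wells and 100% = 4 µM acridine orange control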
# Pemphigus Ab inh: human desmoglein-3 autoantibody binding inhibition | binding (percent of control), % at 10 µM | 310,000 compounds, 0.48% hits | DSG3-coupled beads, scFv-anti-DSG3-GFP binding, flow cytometry; active compounds read low | P32926;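 active = binding more than 3 SD below its plate's average and above zero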;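 also: hits lower antibody fragment binding to DSG3; some compounds called inactive have numbers as strong as hits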
# CAL PDZ FP-1: blocks peptide binding to human CAL PDZ domain; AID 504414; Q9HD26; inhibition, % at 20 µM; 330,000 compounds, 0.02% hits; purified CAL PDZ, TMR-peptide fluorescence polarization, 1 h;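 active = highest replicate inhibition of at least 40%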;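 also: plate controls were DMSO neutral control wells for no effect and unlabeled competitor peptide control wells for full effect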
#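 Material: tagged CAL PDZ domain; buffer or medium: 25 mM sodium phosphate pH 7.4, 150 mM NaCl, TCEP, IgG, Thesit; compound dosing: single point, 20 µM; schedule: 1 h incubation at room temperature before polarization reading; measured by: FP readout, S and P plane fluorescence; read-out basis: percent inhibition from loss of millipolarization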
# Keap1-Nrf2 PPI: inhibitors of human Keap1-Nrf2 protein-protein interaction | inhibition, % at 9.4 µM | Keap1 Kelch-Nrf2 peptide fluorescence polarization, 1536-well | 340,000 compounds, 0.15% hits; in the data active = inhibition above about 12%;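 also: human Keap1 Kelch domain with fluorescein labeled Nrf2 9mer peptide probe; 0% = neutral control wells and 100% = peptide positive control; higher means more block of Keap1 binding to Nrf2 peptide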
# RTF Ca sens inh: cardiac RTF calcium desensitization. IANBD-labeled cardiac RTF, Ca2+ fluorescence. AID 493244. 340,000 compounds, 0.12% hits. inhibition, % at 7.15 µM. P19429+P45379;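 active = inhibition above the mean inhibition of all tested compounds plus 3 SD, cut at about 17% in these data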;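 also: assay run at fixed EC70 calcium of 1.6 mM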
# DAGLB inh: blocks human DAGLB lipase activity. Q8NCG7. HEK293T DAGLB membrane lysate, EnzChek fluorogenic substrate. inhibition, % at 5.17 µM. 340,000 compounds, 0.059% hits; in the data active = inhibition above about 34%;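 also: 0% = enzyme with vehicle and 100% = wells lacking enzyme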
# NSD2 HMT inh: inhibitors of human histone methyltransferase NSD2 | NSD2 peptide methylation, AlphaScreen, 120 min | inhibition, % at 12.5 µM | 310,000 compounds, 0.54% hits; in the data active = inhibition above about 50%
# Target sequence (O96028 whole entry, looked up): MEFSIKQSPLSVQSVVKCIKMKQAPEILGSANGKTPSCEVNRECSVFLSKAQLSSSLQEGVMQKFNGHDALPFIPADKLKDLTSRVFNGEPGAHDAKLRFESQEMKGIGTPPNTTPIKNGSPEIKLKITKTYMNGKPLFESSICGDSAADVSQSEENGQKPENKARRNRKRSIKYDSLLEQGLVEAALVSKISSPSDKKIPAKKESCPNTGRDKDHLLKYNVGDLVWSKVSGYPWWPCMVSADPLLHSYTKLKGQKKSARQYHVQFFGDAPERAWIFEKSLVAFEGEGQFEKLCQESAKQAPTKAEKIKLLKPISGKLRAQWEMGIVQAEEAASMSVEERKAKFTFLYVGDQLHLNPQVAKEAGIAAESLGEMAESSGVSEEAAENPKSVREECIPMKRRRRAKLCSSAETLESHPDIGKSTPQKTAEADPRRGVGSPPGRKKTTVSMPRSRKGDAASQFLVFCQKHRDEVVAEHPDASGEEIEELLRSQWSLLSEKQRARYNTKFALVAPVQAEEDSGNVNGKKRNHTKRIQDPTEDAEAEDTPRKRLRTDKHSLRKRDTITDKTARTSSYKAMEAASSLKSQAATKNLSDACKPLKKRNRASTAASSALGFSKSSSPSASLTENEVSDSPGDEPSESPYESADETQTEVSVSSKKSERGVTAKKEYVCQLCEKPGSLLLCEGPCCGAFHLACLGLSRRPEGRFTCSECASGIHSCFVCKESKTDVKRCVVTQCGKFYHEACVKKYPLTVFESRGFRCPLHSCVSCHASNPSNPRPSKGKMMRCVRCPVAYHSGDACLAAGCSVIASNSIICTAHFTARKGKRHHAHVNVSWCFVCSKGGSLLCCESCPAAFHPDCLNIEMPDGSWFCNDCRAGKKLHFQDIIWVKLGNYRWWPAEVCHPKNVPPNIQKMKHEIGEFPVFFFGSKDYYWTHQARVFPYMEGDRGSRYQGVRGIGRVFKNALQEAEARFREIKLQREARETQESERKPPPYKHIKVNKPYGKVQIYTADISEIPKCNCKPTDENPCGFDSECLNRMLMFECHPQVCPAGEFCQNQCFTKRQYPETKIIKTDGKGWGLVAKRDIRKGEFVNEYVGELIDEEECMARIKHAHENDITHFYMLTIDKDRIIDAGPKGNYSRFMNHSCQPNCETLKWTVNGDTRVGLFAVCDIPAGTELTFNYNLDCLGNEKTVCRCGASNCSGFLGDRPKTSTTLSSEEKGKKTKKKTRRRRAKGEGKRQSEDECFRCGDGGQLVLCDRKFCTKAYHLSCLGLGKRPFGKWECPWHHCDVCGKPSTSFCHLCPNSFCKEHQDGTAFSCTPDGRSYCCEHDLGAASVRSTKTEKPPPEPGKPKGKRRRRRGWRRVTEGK
# V-ATPase pH: regulators of yeast V-ATPase proton transport; 350,000 compounds, 0.37% hits; AID 504577; S. cerevisiae, pHLuorin cytosolic pH fluorescence; response, % at 10 µM; in the data active = response mostly above about 7.3%, no sharp cut-off; inactive = mostly below about 5.4%; also: actives read high; inactives centre near 0; some compounds called inactive have numbers as strong as hits; reference of the scale not given here
# CAL PDZ FP-2: blocks peptide binding to the human CAL PDZ domain; Q9HD26; AID 602252; purified CAL PDZ, TMR-peptide fluorescence polarization, 1 h; 300,000 compounds, 0.92% hits; inhibition, % at 24.9 µM;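 active = mean inhibition of at least 30% with at least half of replicates also reaching 30%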;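 also: 0% = DMSO neutral control and 100% = excess unlabeled competitor peptide PRC23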
# Arrestin-AP2 inh: blocks beta-arrestin peptide binding to AP2 adaptin | FITC-arrestin peptide / GST-AP2 beads, flow cytometry; AP2 beta2 appendage carries R879A mutation | inhibition, % at 10 µM | 340,000 compounds, 0.31% hits;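 active = inhibition above a set limit, near 3 SD of compounds lacking own fluorescence, cut at about 54% in these data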;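 also: plate controls were DMSO wells for no effect and 5 µM unlabelled arrestin peptide for full effect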
#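 System: GST-AP2 R879A glutathione beads. Medium: PBS with 0.05% Tween 20 and 0.1% BSA. Also added: FITC-arrestin peptide, 50 nM. Incubation: 12 min plus 1 h, RT. Measured by: high-throughput flow cytometry of beads, ex 488, em 535 nm. Evaluation: percent drop in bead-associated FITC signal.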
# The depositor's hits bear a star; . = not tested or not shown.
SMILES,C-LANA FP,Pemphigus Ab inh,CAL PDZ FP-1,Keap1-Nrf2 PPI,RTF Ca sens inh,DAGLB inh,NSD2 HMT inh,V-ATPase pH,CAL PDZ FP-2,Arrestin-AP2 inh
O=C(Nc1ccc2c(c1)OCO2)N1CCN(c2ccccc2)CC1,0.1,101,-3.0,-4,6,2,-4,-1,0,3
COc1ccc(CNC(=O)/C=C/c2ccco2)cc1OC,1.6,103,-3.2,-2,-2,-1,-2,-3,-2,-2
COC(=O)Cc1c(C)nc2nc(NCc3c(F)cccc3Cl)[nH]n2c1=O,-0.1,.,-1.1,-2,3,-2,-2,2,0,-1
C/C(=N\Nc1nc2ccccc2[nH]1)c1cccs1,-0.2,95,-1.1,0,-8,1,5,2,-1,4
CCOC(=O)N1CCC(NCCNC(=O)c2ccc(F)cc2)CC1,-0.6,106,0.4,-3,-6,-1,.,2,-1,7
CCCCCc1ccc(-c2cn(Cc3ccc4ccccc4c3)nn2)cc1,-1.3,107,-0.3,-6,-4,-4,.,-9,-1,4
Cc1cc(C)nc(NNS(=O)(=O)c2c(F)cc(F)cc2Br)n1,-2.0,101,-0.9,0,-5,-2,0,0,-3,8
CN(CCCCCCCCCCN(C)C(=O)Oc1cccc([N+](C)(C)C)c1)C(=O)Oc1cccc([N+](C)(C)C)c1,1.3,116,0.3,-8,11,5,.,6,22,10
Cc1ccc2oc(C(=O)Nc3nonc3C)c(C)c2c1,2.3,101,-1.2,-7,-9,-8,-5,2,2,0
O=C(c1ccccc1F)N1CCN(S(=O)(=O)c2ccc(Br)cc2)CC1,-0.4,101,0.2,-2,-5,-4,-3,5,-9,5
CCN(CC)S(=O)(=O)c1ccc2[nH]cc(C(=O)NCCCN3CCCCC3)c(=O)c2c1,-4.1,112,-0.3,-2,10,0,2,4,0,5
CCc1nc(SCCO)c2oc3ccccc3c2n1,-0.4,.,-3.1,-5,-4,-5,0,0,-3,7
CCN1C(=O)[C@H]2[C@@H](c3ccc(-c4ccc(OC)cc4)cc3)N[C@@](C)(C(=O)OC)[C@H]2C1=O,-1.2,100,0.4,-1,4,-2,.,-4,-2,10
CCCCN1C(=O)NC(NS(=O)(=O)c2ccc(N)cc2)(C(F)(F)F)C1=O (stereo not given),-0.8,101,0.4,-2,-12,-1,-1,-2,-4,8
Cc1ccc(OCCn2c(=O)oc3ccc(C)cc32)cc1,4.4,102,0.0,-2,-2,-17,-4,0,-1,17
CCOCC(=O)Nc1cc(C)on1,-0.8,104,0.1,-1,-3,1,-4,-3,.,29
O=C(OC1CCCCC1)c1ccc(NC(=O)c2ccco2)cc1,-2.3,100,-2.1,-4,6,-7,.,-2,7,6
Cc1ccc(C(C)(C)C)cc1S(=O)(=O)N1CC(=O)Nc2ccccc21,-0.6,.,0.0,-3,7,0,-1,0,6,10
Brc1ccccc1-c1nnc(SCc2nc3ccccc3s2)o1,-1.3,100,-1.0,-1,-7,-7,-2,-3,-3,32
CCn1c(SCC(=O)Nc2ccc3c(c2)OCO3)nnc1C1CC1,-0.6,.,-2.4,-4,-4,0,2,-1,-5,-2
O=C(O)c1ccc2c(c1)OCCCO2,0.6,94,-0.8,-6,-5,-1,3,1,-7,-16
C/C(=N\NC(=O)c1ccoc1C)c1ccccc1,.,100,.,.,.,.,-3,4,.,3
COc1cc(COCC(O)CN2CCOCC2)cc(OC)c1OC (stereo not given),-1.9,.,-0.2,5,-6,0,0,3,56*,-5
COc1cccc(C2=NN(S(C)(=O)=O)C(c3cccs3)C2)c1 (stereo not given),0.2,104,-1.1,3,3,2,-9,0,0,-2
NS(=O)(=O)c1ccc(CCNc2ncnc3c2c(-c2ccccc2)cn3-c2ccc(F)cc2)cc1,-1.1,102,-1.3,0,-10,-1,0,-2,-2,-9
# Further results:
SMILES,C-LANA FP,Pemphigus Ab inh,CAL PDZ FP-1,Keap1-Nrf2 PPI,RTF Ca sens inh,DAGLB inh,NSD2 HMT inh,V-ATPase pH,CAL PDZ FP-2,Arrestin-AP2 inh
COc1ccc(NC(=O)c2cc([N+](=O)[O-])ccc2N2CCN(C)CC2)cc1,-0.7,107,0.5,-4,-18,0,13,0,-6,1
O=C(Cn1cnc2ccccc21)N/N=C/c1cccs1,0.2,99,-4.1,4,-9,-2,1,2,-4,-13
CCCn1c(=O)[nH]c(=O)c2c1nc(-c1cc([N+](=O)[O-])ccc1Cl)n2CCOC,0.6,107,-2.2,-4,12,2,9,1,-7,-2
COCCCNC(=O)c1cc(C)nn1-c1ccccc1,-1.4,94,-0.1,-2,-7,0,-4,4,-1,0
CC(O)CNc1nc2c(c(=O)n(Cc3ccccc3)c(=O)n2C)n1C (stereo not given),7.8,104,-0.6,-4,-5,2,0,2,-7,-13
CCN(c1ccccc1)S(=O)(=O)c1ccc(C(=O)N2CCCC(C(F)(F)F)C2)cc1 (stereo not given),-1.3,99,-2.0,-2,-1,0,-1,-3,-2,-6
NC(=O)CC1NC(=O)c2ccccc21 (stereo not given),-0.5,101,0.2,1,0,-2,46,2,.,-4
Cc1cc(F)ccc1N1CCC(N2CCN(C(C)C)C(CCO)C2)CC1 (stereo not given),0.6,100,-1.0,-2,-3,2,0,-4,4,-8
COc1ccc(OC)c(NC(=O)CSc2nc3ccccc3c(=O)n2CC2CCCO2)c1 (stereo not given),1.8,104,-2.8,-5,-3,-1,1,2,-3,-4
NC(=S)NN=C1c2cc(S(=O)(=O)N3CCOCC3)ccc2-c2ccc(S(=O)(=O)N3CCOCC3)cc21,2.1,114,-1.0,-1,3,11,-12,0,-7,0
COc1ccc(S(=O)(=O)NC(C)C(=O)NCc2ccco2)cc1OC (stereo not given),-2.0,95,-2.5,1,1,0,6,2,-3,17
O=C(CSc1ccccc1C(=O)NCCCN1CCCC1=O)NCc1ccco1,1.0,102,-0.7,0,0,-1,0,2,-4,-5
CN1CCN(c2ccccc2NC(=O)c2ccc([N+](=O)[O-])cc2Cl)CC1,-0.4,113,10,3,1,-1,27,-4,0,-9
COc1ccc(CN(C)CC(=O)Nc2ccccc2C(F)(F)F)cc1,-0.8,107,0.2,-3,4,-13,-3,-3,.,7
O=C(c1ccc(-n2ccnc2)cc1)N1CCCC(CO)(Cc2cccc(Cl)c2)C1 (stereo not given),-0.3,87,-0.9,2,-9,3,3,-3,-2,18
Cc1cc(C(=O)CSc2nc(N)cc(=O)[nH]2)ccc1F,-2.2,110,-0.2,0,-1,0,1,-2,-9,15
Cc1cccc(/N=C/c2ccccn2)n1,-0.3,117,-0.9,1,4,-2,-3,-5,-6,32
Cc1ccc(NC(=O)CN2C(=O)N/C(=C\c3cccn3-c3cccc(C(=O)O)c3)C2=O)cc1,14,92,0.1,1,5,1,31,1,0,12
CCSc1nc(-c2cccnc2)ccc1C#N,-1.7,94,-3.0,-4,-5,-2,4,1,-3,15
CCC(NS(=O)(=O)c1cn(C)nc1C)c1ccccc1 (stereo not given),-0.3,101,-1.5,1,-8,3,-1,0,-6,2
COc1ccc(-n2cnnc2SC(C)C(=O)Nc2cccc([N+](=O)[O-])c2)cc1 (stereo not given),0.9,96,-0.6,3,-6,4,2,-1,-8,-9
COc1ccc(NC(=O)c2ccc(NC(=O)c3ccncc3)cc2)cc1,1.8,82,-3.6,-2,2,4,21,0,-4,4
CCOc1ccc(-c2cc(C(=O)N3CCC(C)CC3)c3ccccc3n2)cc1,1.6,110,-2.1,3,0,-1,-1,-1,2,6
O=[N+]([O-])c1cc(Cl)cc(/C=N/NC(=S)Nc2cc(S(=O)(=O)N3CCOCC3)ccc2Cl)c1O,4.8,99,-0.7,-5,-7,31,40,1,.,2
O=C(CC1NCCNC1=O)Nc1cc(Cl)cc(Cl)c1 (stereo not given),-0.2,97,-0.8,0,-13,-2,-8,5,.,6

# Sorted by count of non-hydrogen atoms (low to high): part of the list above
SMILES,C-LANA FP,Pemphigus Ab inh,CAL PDZ FP-1,Keap1-Nrf2 PPI,RTF Ca sens inh,DAGLB inh,NSD2 HMT inh,V-ATPase pH,CAL PDZ FP-2,Arrestin-AP2 inh
COCCCNC(=O)c1cc(C)nn1-c1ccccc1,-1.4,94,-0.1,-2,-7,0,-4,4,-1,0
CN1CCN(c2ccccc2NC(=O)c2ccc([N+](=O)[O-])cc2Cl)CC1,-0.4,113,10,3,1,-1,27,-4,0,-9
O=C(CSc1ccccc1C(=O)NCCCN1CCCC1=O)NCc1ccco1,1.0,102,-0.7,0,0,-1,0,2,-4,-5
Cc1ccc(NC(=O)CN2C(=O)N/C(=C\c3cccn3-c3cccc(C(=O)O)c3)C2=O)cc1,14,92,0.1,1,5,1,31,1,0,12

# The list continues.
SMILES,C-LANA FP,Pemphigus Ab inh,CAL PDZ FP-1,Keap1-Nrf2 PPI,RTF Ca sens inh,DAGLB inh,NSD2 HMT inh,V-ATPase pH,CAL PDZ FP-2,Arrestin-AP2 inh
O=C(/C=C/c1ccccc1)NC(=O)c1ccccc1O,0.2,90,-0.1,3,-3,0,11,4,5,11
O=C(NCc1ccco1)C1CCCCN1S(=O)(=O)c1ccc(F)cc1 (stereo not given),-1.4,.,-0.8,-4,-1,4,-1,1,6,-5
O=C(CSc1nnc(-c2ccccc2)n1-c1ccc(Cl)cc1)N/N=C/c1ccco1,0.6,106,-1.4,-1,5,1,1,8,-1,-9
Clc1ccc(Cn2nc(-c3ccccc3)nc2-c2ccccc2)cc1,-2.1,99,-1.8,0,6,-12,0,0,-3,11
CC(C)(C)OC(=O)N1CCC[C@H]1c1nnc(SCc2cccc(Cl)c2)o1,43,103,-0.1,-7,-10,-5,-2,-1,.,-4
CC(C)(C)n1nnnc1C(c1cccs1)N1CCN(Cc2ccccc2)CC1 (stereo not given),-1.9,102,-1.4,-2,-13,3,19,1,-1,32
CCOC(=O)c1c(N=CN(C)C)c(C#N)c2n1CCCC2,-2.9,.,1.1,-5,3,1,0,5,-1,-1
CC(=O)NC(NC(=S)Nc1cccc(Br)c1)C(Cl)(Cl)Cl (stereo not given),1.2,96,-0.9,-2,3,0,4,7,-2,0
COC(=O)c1ccc(NC(=S)N2CCN(C)CC2)cc1,-0.4,95,-5.1,-2,-2,1,-1,2,-1,-16
CCCCOC(=O)Cn1c(=N)n(CCN(CC)CC)c2ccccc21,-1.1,103,0.4,2,-12,0,3,2,0,2
Cc1ccc(Nc2nc(=O)c3cccnc3s2)cc1,2.1,96,-2.6,-2,-1,0,.,0,-1,10
COC(=O)CN1C(=O)C(C)(C)Oc2ccc(C(=O)Nc3cccc(OC)c3)cc21,-0.5,112,0.3,3,7,-3,-2,-1,-5,21
CCN(C(=O)CSc1nc2ccc(OC)cc2[nH]1)C1CCS(=O)(=O)C1 (stereo not given),0.4,103,-2.2,3,-2,0,0,-1,-4,-5
Cn1c(=O)c2nc(-c3ccc(Cl)cc3Cl)oc2c2ccccc21,0.0,106,-1.2,-2,-6,-4,.,-1,.,-1
CC(=O)N1CCN(c2ccccc2NC(=O)c2ccco2)CC1,1.4,105,-2.1,3,-7,2,.,0,-1,-15
CCn1c(=S)sc2c(=O)n(-c3ccccc3)c(=S)[nH]c21,-2.0,101,-0.5,1,9,-4,0,0,-2,-19

# The list is partial (hit frequency here may not be typical).
